Screening results from PubChem BioAssay.
Rad51 HR inh = blocks human Rad51 in homologous recombination | hRad51 DNA strand exchange, fluorescence dequenching | inhibition, % at 10 µM | hit rate 0.085% among 200,000 | AID 1385;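 active = inhibition above 40% at the single screening dose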;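 also: 0% = DMSO control wells and 100% = blanks with heterologous ssDNA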
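Test system – preformed human Rad51 ssDNA filaments · Reagent – Donor/quencher-labelled 47-bp dsDNA substrate · Incubation – 37 °C 15-min filament assembly, 30-min compound preincubation, 15-min exchange · Signal – FRET fluorescence dequenching, excitation 485 nm, emission 520 nm · Read-out – percent inhibition from fluorescence, normalised to plate control and blank means · Benchmarks – plate control and blank wells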
eIF4E-4G inh = eIF4E/eIF4G interaction inhibition in translation initiation | P63073+Q04637 | TR-FRET eIF4E-eIF4GI(517-606) binding, 2 h | inhibition, % at 21.7 µM | hit rate 0.37% among 220,000;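 active = inhibition above about 30%, limit read from the data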;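 also: 0% = full FRET control wells and 100% = background wells lacking eIF4GI fragment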
Target sequence (P63073 whole entry, looked up, the tested form may be a part): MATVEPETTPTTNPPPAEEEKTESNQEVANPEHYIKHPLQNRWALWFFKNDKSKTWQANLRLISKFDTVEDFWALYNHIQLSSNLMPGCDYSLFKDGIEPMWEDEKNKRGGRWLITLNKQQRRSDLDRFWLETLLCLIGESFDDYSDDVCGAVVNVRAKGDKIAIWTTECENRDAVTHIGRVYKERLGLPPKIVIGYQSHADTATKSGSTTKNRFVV
Target sequence (Q04637 whole entry, looked up, the tested form may be a part): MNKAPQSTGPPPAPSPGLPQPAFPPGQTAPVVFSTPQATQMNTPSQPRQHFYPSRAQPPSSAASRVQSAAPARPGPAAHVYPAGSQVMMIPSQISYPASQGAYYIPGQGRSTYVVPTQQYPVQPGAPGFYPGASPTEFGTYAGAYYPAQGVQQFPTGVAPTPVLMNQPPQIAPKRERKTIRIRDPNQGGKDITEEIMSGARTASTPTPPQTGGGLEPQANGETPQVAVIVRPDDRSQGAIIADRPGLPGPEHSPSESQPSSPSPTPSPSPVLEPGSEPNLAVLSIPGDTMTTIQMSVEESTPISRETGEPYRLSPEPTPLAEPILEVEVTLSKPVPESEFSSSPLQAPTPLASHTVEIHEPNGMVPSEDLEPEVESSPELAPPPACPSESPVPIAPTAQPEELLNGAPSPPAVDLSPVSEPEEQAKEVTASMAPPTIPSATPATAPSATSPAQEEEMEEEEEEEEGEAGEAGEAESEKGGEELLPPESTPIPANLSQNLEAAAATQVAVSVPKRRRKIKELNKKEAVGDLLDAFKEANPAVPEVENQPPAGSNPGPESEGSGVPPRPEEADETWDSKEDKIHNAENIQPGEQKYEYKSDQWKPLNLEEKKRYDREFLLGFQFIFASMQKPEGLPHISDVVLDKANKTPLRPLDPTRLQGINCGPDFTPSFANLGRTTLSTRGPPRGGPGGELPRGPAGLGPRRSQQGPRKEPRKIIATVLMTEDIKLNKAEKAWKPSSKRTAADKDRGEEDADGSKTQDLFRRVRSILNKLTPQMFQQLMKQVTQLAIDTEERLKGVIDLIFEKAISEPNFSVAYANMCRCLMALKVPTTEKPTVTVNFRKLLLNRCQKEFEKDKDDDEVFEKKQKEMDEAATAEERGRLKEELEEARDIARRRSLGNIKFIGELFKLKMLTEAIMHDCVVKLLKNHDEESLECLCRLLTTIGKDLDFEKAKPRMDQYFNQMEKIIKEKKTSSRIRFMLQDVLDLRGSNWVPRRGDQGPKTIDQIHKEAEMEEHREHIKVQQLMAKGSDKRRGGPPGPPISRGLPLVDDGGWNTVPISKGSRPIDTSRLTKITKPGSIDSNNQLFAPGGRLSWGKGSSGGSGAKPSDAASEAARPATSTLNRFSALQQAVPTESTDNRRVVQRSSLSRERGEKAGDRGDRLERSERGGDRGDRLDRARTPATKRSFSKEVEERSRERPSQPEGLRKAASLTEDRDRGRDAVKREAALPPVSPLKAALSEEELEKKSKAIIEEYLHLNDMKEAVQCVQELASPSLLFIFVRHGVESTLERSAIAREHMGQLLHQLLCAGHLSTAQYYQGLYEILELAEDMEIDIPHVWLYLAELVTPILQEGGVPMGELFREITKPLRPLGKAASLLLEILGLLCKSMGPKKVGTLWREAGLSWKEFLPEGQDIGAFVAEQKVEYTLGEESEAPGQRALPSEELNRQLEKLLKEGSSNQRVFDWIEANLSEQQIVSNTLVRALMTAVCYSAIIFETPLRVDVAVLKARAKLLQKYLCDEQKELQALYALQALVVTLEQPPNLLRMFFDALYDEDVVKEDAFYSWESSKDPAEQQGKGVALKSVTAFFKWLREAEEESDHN
EP2 modulator = modulators of human EP2 prostaglandin E2 receptor. AID 940. EP2-expressing cells, cAMP HTRF FRET, PGE2 co-stimulation. hit rate 0.83% among 260,000. P43116. induction, % at 25 µM;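 active = compounds whose cAMP rise, as percent of the full-agonist control response, exceeds 60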;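 also: rat C6 glioma line stably carrying human EP2 under a CMV promoter; the protocol text gives 20 µM as final concentration; 100% = response of wells given 1 µM PGE2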
m-calpain inh = inhibitors of pig calpain II | AID 1236 | inhibition, % at 16 µM | purified calpain II, fluorogenic peptide substrate, 30 min | hit rate 0.37% among 220,000;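 active = inhibition above about 50%, limit read from the data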
zVAD death inh = L929 zVAD cell death inhibition. L929 zVAD necroptosis rescue, ATP luminescence, 24 h; with zVAD 60 µM. viability rescue, % at 10 µM. hit rate 0.38% among 220,000;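 active = activation, scaled between plate controls, above about 75%, limit read from the data; inactive = activation under that limit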;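 also: 0% = zVAD with DMSO and 100% = DMSO alone without zVAD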
PGE2 EP2 inh = blocks the human prostaglandin E2 receptor EP2; P43116; hit rate 0.52% among 260,000; inhibition, % at 25 µM; C6 glioma cells expressing human EP2, cAMP TR-FRET; cells stimulated with saturating PGE2;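 active = percent inhibition above 40 after rounding to a whole number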;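 also: rat C6 glioma host cells with rolipram phosphodiesterase inhibitor present; the protocol text gives 20 µM as final concentration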
14-3-3 Bad PPI = disrupts binding of bovine 14-3-3 zeta to phospho-Bad peptide. P63103. TR-FRET 14-3-3zeta/Dy647-pBad peptide displacement, 1 h. inhibition, % at 21.7 µM. hit rate 0.71% among 220,000;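 active = inhibition above about 70%, limit read from the data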;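 also: 0% = full 14-3-3 plus peptide FRET controls and 100% = background without 14-3-3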
TbHK1 inh = blocks Trypanosoma brucei hexokinase 1 activity. recombinant TbHK1, G6PDH-coupled NADH A340. inhibition, % at 10 µM. hit rate 0.11% among 220,000. AID 1430;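 active = inhibition of 50% or more in the single-dose primary screen; inactive = inhibition below 50%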
Hck Nef HTS = human Hck-Nef kinase inhibition. P08631. Recombinant Hck-YEEI plus Nef, Z-Lyte FRET kinase assay. inhibition, % at 20 µM. hit rate 0.68% among 220,000. AID 463187;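 active = Hck-Nef kinase inhibition above about 50%, limit read from the data; inactive = inhibition below that limit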;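 also: 0% = DMSO with Hck plus Nef and 100% = Hck alone without Nef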
Numbers without * were called inactive; i = inactive; . = not tested or not shown; & = joins results of further samples; [ ] = remark or other dose. This is a subset; rates above refer to the full screens.

Molecule	PGE2 EP2 inh	zVAD death inh	Hck Nef HTS	EP2 modulator	TbHK1 inh	eIF4E-4G inh	m-calpain inh	14-3-3 Bad PPI	Rad51 HR inh
N#CCc1ccc(C(=O)c2ccccc2)s1	13	0.0	0	2	-10	5	2	-3	-1
Cc1c(Oc2ccc(C(F)(F)F)cc2[N+](=O)[O-])ccc2c3c(c(=O)oc12)CCC3	3	-0.2	6	23	-9	2[fluorescence artefact?]	-122	0	.
O=C(NCc1ccc(Cl)s1)c1cc(COc2c(F)cccc2F)on1	5	1.5	15	10	0	5	-5	-5	-7
COC(=O)CC1C(=O)NCCN1C(=O)CSc1nc2ccc([N+](=O)[O-])cc2s1 (stereo not drawn)	14	6.6	15	-20	-34	6	-2	10	-7
CCN(CC)S(=O)(=O)c1ccc2[nH]cc(C(=O)NCCC3=CCCCC3)c(=O)c2c1	8	0.4	0	-14	-7	1	11	0[fluorescence artefact?]	-1
CSc1nc(NC(C)=O)nc(C)c1Cl	7	-0.8	6	26	-7	-5	-18	-2	-3
Cc1ccc(-c2csc3nc(C)n(-n4cccc4)c(=O)c23)o1	16	-0.4	-5	4	-1	-11	-56	-4	-3
O=S(=O)(NCCC1=CCCCC1)c1cccc2nsnc12	5	-0.5	0	22	-3	7	3	-1	5
O=C(/C=C/Nc1ccc([N+](=O)[O-])cc1Br)c1cccc2ccccc12	15	1.4	0	10	16	2[fluorescence artefact?]	-30	-12	6
CC1(C)CC(=O)C2=C(C1)NC(SCC(=O)Nc1ccccc1)=C(C#N)C21CCCCC1	11	0.3	0	22	4	2	-11	4	-4
Cc1ccc2[nH]c(=O)c(-c3noc(C(C)C)n3)cc2c1	12	1.7	3	-17	-16	8[fluorescence artefact?]	-111	5[fluorescence artefact?]	0
COc1cc2c(C#N)c(N3CCOCC3)nc(N)c2c(N)n1	13	2.4	5	-1	-15	-1	i	-9	11
CC(C)(C)NC(=O)NC(=O)CN1CCC(Cc2ccccc2)CC1	5	6.8	17	20	-1	-2	-5	-9	-4
O=C(Nc1ccc(CN2CCS(=O)(=O)CC2)cc1)c1ccc(F)cc1	16	2.2	20	3	-9	-1	-19	0	-7
O=C(c1cc(-c2ccccc2)nc2ccccc12)N1CCCc2ccccc21	11	2.3	2	56	12	2	6	0	.
COC(=O)c1c(C)oc2c1cc(NS(=O)(=O)c1cccs1)c1ccccc12	10	1.9	1	26	-8	-5	-90	-8	4

The closing 3 compounds of the section above lead into the next.
Molecule	PGE2 EP2 inh	zVAD death inh	Hck Nef HTS	EP2 modulator	TbHK1 inh	eIF4E-4G inh	m-calpain inh	14-3-3 Bad PPI	Rad51 HR inh
O=C(Nc1ccc(CN2CCS(=O)(=O)CC2)cc1)c1ccc(F)cc1	16	2.2	20	3	-9	-1	-19	0	-7
O=C(c1cc(-c2ccccc2)nc2ccccc12)N1CCCc2ccccc21	11	2.3	2	56	12	2	6	0	.
COC(=O)c1c(C)oc2c1cc(NS(=O)(=O)c1cccs1)c1ccccc12	10	1.9	1	26	-8	-5	-90	-8	4
CC(C)N(C(=O)CC1ON(C)C(=O)N1c1ccc(Cl)cc1)C(C)C (stereo not drawn)	2	0.2	22	-40	-7	0	2	-13	0
Cc1nnc(C)n1/N=C/C=C/c1ccccc1	4	0.5	0	-20	-3	3	8	-1	-1
CCNC(=S)N1CCN(CCN=CC2=C(O)CC(c3ccco3)CC2=O)CC1 (stereo not drawn)	14	-0.7	0	9	-2	2	-4	-8	-8
CCCS(=O)(=O)C(=C1NCCO1)S(=O)(=O)CCC	15	-0.1	-1	4	10	10	23	1	-12
O=C(O)CCC(=O)NCC(=O)c1ccc(F)cc1	6	0.9	-26	-4	-5	3	13	-2	-16
N=c1c(C(=O)NC2CCCC2)cc2c(=O)n3ccccc3nc2n1C1CCCC1	5	-0.6	122*	2	-5	.	i	.	-1
O=C(Nc1ccccc1Cl)c1ccc2c(c1)N(Cc1ccc(F)cc1)C(=O)CS2=O (stereo not drawn)	7	.	-4	23	0	-1	-20	9	.
CCNC(=O)NC(=O)COC(=O)c1ccccc1SCC(=O)NC(=O)NCC	19	0.0	109*	-19	-12	-2	-336	0[fluorescence artefact?]	-1
CCCOC(=O)Nc1ccccc1C(N)=O	12	-0.4	1	13	-2	4	-4	-6[fluorescence artefact?]	-4
COc1ccccc1C(=O)N1CCN(C(=O)COc2cccc(C)c2)CC1	4	1.1	-1	11	-8	-4[fluorescence artefact?]	-16	5	-3
C/C(=N\Nc1nccnc1Cl)c1ccc([N+](=O)[O-])cc1	0	0.1	1	8	-16	3	-9	-9	-3
CC(=O)NCCn1c(SCc2cc(F)ccc2F)nc2ccccc2c1=O	8	-0.1	1	23	-7	1[fluorescence artefact?]	-7	2	-4
COc1ccc(/C=N/NC(=S)Nc2cccc(C(=O)O)c2)cc1OC	6	1.5	0	-6	-72	-1	17	-5	1
CC1(C)OC(c2ccccc2)=C/C(=C/C=C2C(=O)c3ccccc3C2=O)O1	10	-0.7	4	13	0	-4	9	29	-10
COc1ccc2nc(NC(=O)c3ccc(NS(=O)(=O)c4cccs4)cc3)sc2c1	12	2.2	-8	1	-4	-2	-105	-1[fluorescence artefact?]	-12
CC1CCc2nn(CC(=O)NCc3ccc(F)cc3)cc2C1 (stereo not drawn)	7	0.2	21	-13	-3	2	-13	-3[fluorescence artefact?]	-8
CN(CC(=O)Nc1ccc(N2CCOCC2)cc1)Cc1cc(=O)n2ccsc2n1	6	-0.1	13	20	-2	-1	46	-7	15
Cc1cccc(N2CCN(C(=O)c3ccc(CNc4c(N5CCC(C)CC5)c(=O)c4=O)cc3)CC2)c1C	3	-0.2	-1	-40	-2	-2	-86	-6	2
COc1ccc(OC)c(Cc2nnc(CCC(=O)NCc3ccsc3)o2)c1	13	5.9	15	34	3	-2	-21	-2	2
CCOc1ccccc1N/C=C/C(=O)C(C)(C)C	13	0.0	15	-7	-3	7	-43	2	6
COc1cc(/C=C/c2nc3ccc([N+](=O)[O-])cc3s2)ccc1OCC(=O)O	11	1.3	-86	85*	-38	-6	-2	4	-1
Clc1cccc(N2CCN(Cc3nnc(-c4ccccc4)o3)CC2)c1	14	2.6	18	-79	1	-3	3	-4	-6
CCOC(=O)C1(C)NC(c2ccco2)C2C(=O)N(c3ccccc3)C(=O)C21 (stereo not drawn)	3	-0.3	-1	24	4	-3	-10	-5	3
COC(=O)c1scc(C)c1NC(=O)C(Cl)c1ccccc1 (stereo not drawn)	4	-0.4	-1	9	-1	-3	0	-7	1
Cc1ccc(-c2nnc(CSc3nncn3N)o2)cc1	4&8	0.4	-18	-4&4	-4	4[fluorescence artefact?]	-10	9[fluorescence artefact?]	9
CC1CN(C(=O)c2ccccc2)OC(c2ccc3c(c2)OCO3)O1 (stereo not drawn)	-1	-0.2	0	0	-29	20	-13	-6	-9
COc1ccc(C2(C(=O)O)CCCC2)cc1	6	3.5	2	-8	32	1	-1	3[fluorescence artefact?]	-1
Cc1ccnc(NS(=O)(=O)c2ccc(NC(=O)CN3C(=O)CCC3=O)cc2)n1	3	1.3	11	20	-4	1	-19	-5	25
CCCCNC(=S)NNC(=O)c1ccc2c(c1)OCO2	19	-0.1	0	9	-11	-4	-16	1	-3
O=C(CSc1ccccn1)NC1CCCC1	8	-0.7	17	5	-9	4	-10	-1	6
Cc1cc(=O)[nH]c(N2CCc3ccccc3C2)n1	12	0.0	2	8	-9	5	-16	-3[fluorescence artefact?]	4
Cc1ccc2c(c1)c(N=Nc1cccc(C(=O)O)c1)c(O)n2C	4	1.2	0	51	-12	0	38	-3	.
CCN(CC)CCNc1nc2c(c(=O)[nH]c(=O)n2C)n1CC(O)COc1ccc(Cl)cc1Cl (stereo not drawn)	17	-0.2	2	8	6	21	-17	6	-2
O=[N+]([O-])c1cc(S(=O)(=O)N2CCCC2)ccc1SCCO	21	-0.1	16	-12	-4	-3	15	1	5
O=C(Nc1nccs1)C1CCN(S(=O)(=O)c2cccs2)CC1	4	8.5	17	-19	-5	0	-13	-15	-4
COC(=O)c1ccc(COc2ccccc2/C=C(\C#N)C(=O)Nc2ccc(C)cc2)cc1	5	2.6	10	-12	-15	-2	-37	7	4
CCOC(=O)c1c(NC(=O)Nc2ccccc2)sc(C)c1C	10	0.3	2	62*	-4	1[fluorescence artefact?]	-17	-3	9
O=C1C=C(Nc2ccccc2)C(=O)c2ccccc21	37	4.5	18	-18	-3	-1	57*	-12	-18
Cc1c(CN2CCC(C)CC2)c(=O)n(-c2ccccc2)n1C	9	1.2	0	12	0	5	-6	3	.
COc1ccc(S(=O)(=O)N(C)C)cc1NCC(=O)Nc1cccc(C#N)c1	8	1.8	-4	-21	-3	-6	-4	2	3
CSc1nc2c(cc1C#N)CCCCC2	2	0.0	-3	29	2	3	16	8	-2
N/C(=N\OC(=O)c1ccc2c(c1)OCO2)c1cccc(Br)c1	-1	0.4	-1	-16	-12	-2	-13	-11	18
COc1cc(C(C)=O)ccc1COc1ccc(C(=O)OCC(=O)NC2CCS(=O)(=O)C2)cc1OC (stereo not drawn)	4	0.0	2	-23	28	3	-5	30[fluorescence artefact?]	-11
Cc1ccc(SCc2nc3ncccn3c2Br)cc1	6	2.0	15	-49	-16	3	1	-3	9
C[C@@H]1NC(=O)c2cc([N+](=O)[O-])cc(I)c2OCC[C@@H](C(=O)NC(CC(=O)O)C(N)=O)NC(=O)[C@H](CCC(=O)O)NC1=O (stereo partly drawn)	4	2.7	-4	36	-2	0[fluorescence artefact?]	-15	22	-14
CCn1c(=O)c(C(=O)Nc2ccccc2C)c(O)c2ccccc21	6	-0.3	13	35	-20	3	-182	-4[fluorescence artefact?]	-1
O=c1cc(CN2CCN(c3ccccc3)CC2)c2cc(O)c(-c3ccccc3)cc2o1	17	-0.2	2	-3	3	-2	-22	8[fluorescence artefact?]	-1
Cn1c(=O)c2c(nc(Br)n2CCSc2ncccn2)n(C)c1=O	12	0.2	-23	21	6	2	-10	6	-7
CC12CC(NC(=O)N1Cc1ccccc1)c1ccccc1O2 (stereo not drawn)	5	0.9	2	9	-8	0	-26	5	-3
C=CCNCCCCOc1ccccc1-c1ccccc1	8	0.3	5	-19	5	1	9	-9	-1
c1ccc2c(c1)nc(N1CCOCC1)c1c3ccccc3[nH]c21	2	82*	2	37	3	1	-17	3	-4
COc1ccc(C2CC(=O)N(c3ccccc3)C3=C2C(=O)CCC3)cc1 (stereo not drawn)	4	2.2	7	-28	-5	-6	-10	1	-3
Cc1ccc(OCC(=O)NCc2ccco2)cc1C	16	0.5	-1	-2	13	9	-66	0	-2
CN1CCN(c2nc(-c3cccs3)cs2)CC1	3	0.3	-12	-1	-2	-1	-5	-3	7
COc1ccc(-c2nc3c(c4nnc(SC(C)C(=O)Nc5ccccc5)n24)COC(C)(C)C3)cc1 (stereo not drawn)	6	0.7	6	11	-14	2	-49	10	-3
CCOC(=O)c1c(NC(=O)CSc2ncnc3[nH]ncc23)sc2c1CCC(C)C2 (stereo not drawn)	7	18	26	66*	-13	-3	-106	-10	12
Cc1nc(Nc2ccc3c(c2)OCCO3)c2nnn(Cc3ccccc3Cl)c2n1	9	2.5	2	47	-13	3	-413	6	8
